HSF-1 act: increases HSF-1 driven luciferase reporter signal | 300,000 compounds, 1.7% hits | NIH3T3-HGL HSF-1 luciferase reporter, MG132, 8 h; 100% = twice DMSO control signal | AID 504408 | activation, % at 9 µM;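 active means mean replicate activation of at least 50% with a set share of replicates each reaching 50%; inconclusive means only one of those two conditions met; inactive means mean below 50% and too few replicates reaching it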;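 further: 0% = median of the neutral control wells and 100% = twice that signal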
GSK3A inh: inhibitors of human GSK-3 alpha kinase | P49840 | ADP-Glo luminescence, 60 min | inhibition, % at 10 µM | 320,000 compounds, 0.1% hits;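 in the data active means inhibition above about 50%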;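 further: GST-tagged GSK-3 alpha with peptide substrate and 25 µM ATP; 0% = DMSO neutral wells and 100% = GW8510 positive control wells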
Target sequence (P49840 whole entry, looked up): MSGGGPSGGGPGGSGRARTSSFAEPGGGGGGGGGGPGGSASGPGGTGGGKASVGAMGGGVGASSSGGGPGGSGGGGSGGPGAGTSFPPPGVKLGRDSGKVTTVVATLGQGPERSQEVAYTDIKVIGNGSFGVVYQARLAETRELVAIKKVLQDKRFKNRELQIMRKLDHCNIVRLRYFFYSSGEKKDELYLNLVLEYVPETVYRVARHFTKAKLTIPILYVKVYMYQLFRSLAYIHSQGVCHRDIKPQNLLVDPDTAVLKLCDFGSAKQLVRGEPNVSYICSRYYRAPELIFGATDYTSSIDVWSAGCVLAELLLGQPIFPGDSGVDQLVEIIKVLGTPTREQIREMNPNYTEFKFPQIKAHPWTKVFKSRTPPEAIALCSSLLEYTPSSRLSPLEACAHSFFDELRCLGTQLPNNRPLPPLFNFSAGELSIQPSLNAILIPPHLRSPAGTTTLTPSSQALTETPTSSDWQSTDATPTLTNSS
GSK3B inh: human GSK3beta kinase inhibition | P49841 | GST-GSK3beta kinase, ADP-Glo luminescence, 60 min; hits give low values | activity score (negative = inhibition), % at 10 µM | 300,000 compounds, 0.038% hits | AID 2097;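 active means more than half of replicate wells score below -50%, meaning over 50% inhibition versus plate controls; inconclusive means some replicates but at most half score below -50%; inactive means no replicate scores below -50%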;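 further: 0% = median DMSO wells and -100% = median GW8510 positive control wells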
Target sequence (P49841 whole entry, looked up): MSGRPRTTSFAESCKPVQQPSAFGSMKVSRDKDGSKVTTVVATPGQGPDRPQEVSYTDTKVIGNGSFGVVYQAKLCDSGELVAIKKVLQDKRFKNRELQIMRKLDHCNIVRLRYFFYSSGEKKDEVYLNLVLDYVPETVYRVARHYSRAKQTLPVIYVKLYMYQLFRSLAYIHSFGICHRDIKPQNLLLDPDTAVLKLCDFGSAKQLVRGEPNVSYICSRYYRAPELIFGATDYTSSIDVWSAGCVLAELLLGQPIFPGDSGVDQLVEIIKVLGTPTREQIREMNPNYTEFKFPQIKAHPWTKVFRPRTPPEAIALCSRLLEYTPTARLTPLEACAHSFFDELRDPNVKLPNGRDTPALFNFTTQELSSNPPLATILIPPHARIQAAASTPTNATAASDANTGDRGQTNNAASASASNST
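Assay system: GST-fused GSK3beta enzyme, cell-free / Medium: Tris pH 7.5 buffer with MgCl2, DTT, BSA, heparin / Also added: peptide substrate plus 25 µM ATP (final) / Compound: 10 µM single point / Timing: kinase reaction with compound 60 min at room temperature / Detection: ADP-Glo luminescence / Benchmarks: DMSO neutral wells and GW8510 at 20 µM as positive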
HSP90 refold inh: blocks HSP90-mediated luciferase refolding in reticulocyte lysate; Rabbit reticulocyte lysate, luciferase refolding luminescence, 3 h; inhibition, % at 5.6 µM; 290,000 compounds, 0.91% hits;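 active means inhibition above the screen-wide mean plus 3 SD, computed separately per campaign, cut at about 16% in these data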;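 further: 0% = DMSO wells and 100% = 60 µM geldanamycin wells; inhibitors lower the luminescence because luciferase stays unfolded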
KLF5 inh: inhibitors of KLF5 expression; 290,000 compounds, 0.23% hits; inhibition, % at 5 µM; DLD-1 KLF5 promoter-luciferase reporter, luminescence; AID 1700;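 active means inhibition above a per-plate limit of that plate's mean compound inhibition plus 3 SD, cut at about 60% in these data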;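 further: 0% = DMSO wells and 100% = LY294002 at 200 µM; higher means less KLF5 promoter-driven luciferase light; inactives centre near -14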
HSF1 inhib: HSF1 inhibition; 300,000 compounds, 0.77% hits; activity change, negative = inhibition, % at 7.5 µM (by protocol); NIH3T3-HGL HSE-luciferase, MG132-induced, luminescence 8 h; hits give low values;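 active means more than half of replicate wells show activity change below -50%, luminescence cut by over half; inconclusive means some wells, but at most half, below -50%; inactive means no replicate well below -50%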;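 further: luciferase reports HSF-1 transcriptional activity via heat shock element; 0% = median of DMSO wells and -100% = zero luminescence signal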
AI-2 QS modul: modulators of Vibrio harveyi AI-2 quorum sensing system | Vibrio harveyi JMH597 AI-2 luminescence/OD600 ratio, 9 h; hits give low values; strain lacks LuxN and CqsS sensors; 0 = neutral-control median | activity change, % at 7.5 µM | 300,000 compounds, 0.4% hits | AID 2094; in the data active means activity change below about -75%, passing the limit was not always enough; inconclusive means no clear call, values can overlap the other calls;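 further: luminescence divided by OD600 gain over 9 h not by final OD600 alone; inactives centre near 13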
IEC-6 cytotox: counter-screen for KLF5 inhibitors: cytotoxicity in IEC-6 cells. IEC-6 cytotoxicity, luminescence viability. 290,000 compounds, 0.78% hits. inhibition, % at 5 µM; in the data active means inhibition above about 22%;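 further: 0% = plate median of test compound wells and 100% = cytotoxic reference compound wells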
PolyA inh: inhibitors of polyadenylation in S. cerevisiae | S. cerevisiae SKY197-pL101 polyadenylation reporter, beta-gal luminescence; efflux-impaired pdr1/pdr3 knockout yeast; score 100 = 6 SD above DMSO | calls only at 12 µM | 300,000 compounds, 0.02% hits;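 active means lowest replicate activity score at least 50, where 100 means six control SD above control mean; inconclusive means lowest score under 50 but half or more replicates reach 50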;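 further: yeast exposed to compound for 9 h at 30 °C; higher score means more reporter readthrough which indicates perturbed polyadenylation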
aSyn 5UTR inh: 5' untranslated region of α-synuclein, MLPCN primary screen; alpha-synuclein 5'UTR reporter, inhibitor activity; 300,000 compounds, 0.82% hits; inhibition, % (tested at 7.5 µM); AID 1813; in the data active means inhibition above about 60%; inconclusive means no clear call, values can overlap the other calls;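 further: H4 neuroglioblastoma cells stably carrying SNCA 5'UTR luciferase fusion; 0% = DMSO wells and 100% = positive control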
An asterisk follows results filed as active; i = inactive; ? = inconclusive; . = not tested or not shown.

SMILES | HSF-1 act | GSK3A inh | GSK3B inh | HSP90 refold inh | KLF5 inh | HSF1 inhib | AI-2 QS modul | IEC-6 cytotox | PolyA inh | aSyn 5UTR inh
O=S1(=O)CCC(NS(=O)(=O)c2cccc3cccnc23)C1 (stereo unspecified) | 6.6 | -0.9 | -0.9 | 5.2 | -59.0 | -12.8 | 13.5 | -5.0 | i | 0.9
CC(C)C1NCCc2c1sc1ccccc21 (stereo unspecified) | 13.8 | 1.8 | 2.1 | . | . | -0.2 | 0.9 | . | i | -24.2
COc1ccc(NC(=O)c2cc(S(=O)(=O)N3CCc4ccccc43)cn2C)c(OC)c1 | -5.4 | -0.6 | 0.0 | -3.4 | -39.8 | -3.3 | 7.0 | -7.4 | i | 23.5
CC(C(=O)NCCC1=CCCCC1)c1ccc([N+](=O)[O-])cc1 (stereo unspecified) | -1.5 | -0.4 | 3.7 | 0.5 | 14.6 | -1.2 | 11.5 | -0.8 | i | 5.2
CC(C)CCNC(=O)Cc1c(C(=O)O)[nH]c2ccc(Cl)cc12 | 14.2 | -1.4 | 1.2 | -2.5 | -24.7 | -0.6 | 27.4 | 0.6 | i | -22.4
O=C1c2ccccc2C(=O)N1CCOc1ccc(F)cc1 | 43.4 | -0.6 | -3.7 | -3.8 | -126.8 | 29.7 | -16.9 | -1.4 | i | -91.2
Cc1ccc(OCCCCN2CCCCC2)cc1 | 3.8 | 0.2 | -1.4 | 2.9 | -38.2 | -1.5 | 12.6 | -3.0 | i | -16.9
CCNc1nc(OCC)nc(N2CCC(Cc3ccccc3)CC2)n1 | -11.7 | -1.4 | -4.5 | 1.1 | 8.6 | 4.6 | 8.4 | 4.9 | i | 11.0
CCC(C)NC(=O)CSc1nnc(-c2ccc(C(C)(C)C)cc2)n1C (stereo unspecified) | 0.9 | -0.7 | -8.7 | -0.3 | 7.1 | 0.0 | 26.1 | 1.6 | i | -2.7
COc1cccc(NC(=O)[C@H](Cc2c[nH]c3ccccc23)NC(=O)[C@@H]2Cc3ccccc3CN2)c1 | 26.2 | -0.8 | 0.2 | 3.2 | 34.7 | 22.7 | -5.0 | -0.1 | i | 12.0
CC(C)CCNC(=O)CSc1nnc(-c2ccc(S(=O)(=O)N3CCCC3)cc2)n1C | 17.3 | -0.6 | -0.4 | 2.9 | -12.5 | -6.8 | 6.2 | 5.8 | i | 15.9
c1coc(CSCc2cn3cccnc3n2)c1 | -6.5 | -2.7 | 2.3 | -0.3 | -17.6 | -1.3 | 9.2 | -3.1 | i | -19.6
CC[N+]1(CC)CC2=Cc3c(ccc4ccccc34)CC2C1 (stereo unspecified) | -8.6 | -1.7 | -0.4 | 0.2 | -17.6 | -1.0 | 17.0 | -0.4 | i | 28.7
Cc1nnc(SCc2c(Cl)cccc2Cl)s1 | 7.3 | -0.6 | -1.8 | 1.2 | -64.9 | 24.4 | 8.0 | 9.8 | i | -58.9
COc1ccc(OCC(O)Cn2c(Nc3ccccc3)nc3c2c(=O)n(C)c(=O)n3C)cc1 (stereo unspecified) | 2.8 | -0.3 | -1.0 | 3.3 | -6.3 | -1.3 | 10.4 | 1.4 | i | 25.2
COc1ccc(CCNC(=O)CCc2nnc(Cc3ccc4c(c3)OCO4)o2)cc1 | -0.6 | -1.2 | 2.3 | 1.6 | -7.7 | -4.6 | 37.9 | -2.8 | i | 10.6
CCC(=O)NNc1ncnc2c1cnn2-c1cccc(C)c1 | 1.0 | -2.2 | 2.1 | -4.7 | -57.5 | 1.7 | 42.4 | -0.4 | i | -29.8
COc1ccc(CC2(CO)CCN(Cc3ccc4c(c3)CCO4)CC2)cc1 | -0.4 | -0.2 | -0.7 | -3.5 | -22.4 | 3.2 | 8.0 | -4.6 | i | 6.4
COc1ccccc1Nc1ccc(NC(=O)c2cccc([N+](=O)[O-])c2C)cc1 | 25.6 | -1.2 | 1.5 | -0.4 | -39.2 | 18.1 | 29.3 | 9.3 | i | -47.5
CC1CCN(C(C(=O)Nc2ccc(C(C)C)cc2)c2ccc3c(c2)OCO3)CC1 (stereo unspecified) | 11.0 | -1.6 | 0.1 | -3.1 | -20.2 | 1.2 | 27.1 | 0.1 | i | -13.3
CCOCCCN1C(=O)CN(C2CCC(C)CC2)C(=O)C1c1ccc(C)cc1 (stereo unspecified) | 11.3 | -0.2 | -1.7 | 2.5 | 3.8 | 2.8 | 14.6 | -4.2 | i | -32.9
CCn1c(CNC(=O)c2ccc(OC)cc2)nnc1SC | 2.9 | 0.4 | -4.5 | -0.1 | -3.2 | -4.4 | 21.7 | 0.2 | i | 5.5
CCc1ccccc1NC(=O)N[C@@H](C)C(=O)OC | -1.3 | -1.3 | 4.1 | 6.2 | -14.9 | -9.6 | 7.6 | -2.4 | i | 9.5
C[C@@H]1CN(C2CCN(Cc3nc(CC4CC4)no3)CC2)C[C@H](C)O1 | 4.9 | -1.6 | -0.8 | 3.1 | -14.3 | 1.0 | 19.0 | 3.0 | i | -9.2
CCN(CCO)Cc1csc2ccc(Br)cc12 | 2.8 | 2.4 | 1.0 | 2.8 | -13.3 | 1.2 | 3.7 | 1.6 | i | 19.7
Further compounds
SMILES | HSF-1 act | GSK3A inh | GSK3B inh | HSP90 refold inh | KLF5 inh | HSF1 inhib | AI-2 QS modul | IEC-6 cytotox | PolyA inh | aSyn 5UTR inh
Cc1ccc(C(=O)C(C)OC(=O)c2n[nH]c(=O)c3ccccc23)cc1 (stereo unspecified) | 22.0 | 7.4 | -3.2 | 0.0 | -7.5 | -1.9 | -0.5 | 11.9 | i | 7.9
c1ccc(CN(Cc2ccccc2)c2ncnc3c2nnn3Cc2ccccc2)cc1 | -4.3 | -2.1 | 2.2 | -2.7 | -24.3 | -0.7 | 13.8 | 5.3 | i | 33.1
COc1ccc(NC2=NC(C)(CO)CS2)cc1 (stereo unspecified) | 16.4 | -2.4 | 3.4 | 1.6 | -41.9 | 6.0 | 13.1 | -1.6 | i | -47.8
CCC(C)c1ccccc1NC(=O)c1[nH]c(C)c(C(C)=O)c1C (stereo unspecified) | -26.0 | -0.5 | 3.3 | 1.8 | -5.6 | -5.1 | 17.6 | 4.1 | i | -25.9
COc1ccc(NN=Nc2ccc([N+](=O)[O-])cc2)cc1 | 14.5 | -1.1 | 0.5 | 1.3 | -125.3 | -0.9 | 18.0 | 6.1 | i | -239.6
O=C(NC(=O)c1cccc(F)c1)OC[C@@H]1CCCN2CCCC[C@H]12 | -83.6 | -1.7 | 1.6 | 1.6 | -18.7 | -77.7* | 22.9 | 6.5 | i | 7.2
CC(=O)C1=C(O)C(=O)N(c2ccc(Br)cc2)C1c1ccc(Br)cc1 (stereo unspecified) | 25.3 | 7.4 | -0.4 | 3.4 | -71.7 | 7.5 | 29.5 | 2.4 | i | -16.4
O=C(Cn1cnc2c(nnn2Cc2ccc(F)cc2)c1=O)Nc1ccc2c(c1)OCCO2 | 3.0 | 0.1 | -2.2 | 1.5 | -16.6 | -2.4 | 30.9 | -4.2 | i | 5.1
O=C(NCC(=O)N(c1cccnc1)C(C(=O)NC1CCCCC1)c1ccccc1F)c1ccco1 (stereo unspecified) | -13.3 | -1.0 | 0.4 | -3.4 | 2.8 | -3.3 | 12.6 | 11.4 | i | 16.3
CCN(CC)CCCNc1nc2cc(OC)c(OC)cc2c2nc(-c3ccccc3)nn12 | 4.6 | 3.2 | -0.7 | 4.9 | 15.7 | -4.1 | 9.2 | 9.3 | i | -76.4
COc1ccc(-c2nc3ccccc3n2OC(C)C(=O)O)cc1 (stereo unspecified) | 16.7 | -0.1 | 2.4 | 2.5 | -53.3 | 14.4 | 18.2 | 2.6 | i | -196.4
CCN1/C(=C/c2ccc3cc(C)ccc3[n+]2CC)Sc2ccccc21 | -19.5 | 27.0 | -14.3 | 8.4 | 41.2 | -19.9 | ? | 50.3* | . | 99.9*
CCOC(=O)C1CCN(C(=O)c2ccccc2NC(C)=O)CC1 | 42.2 | 6.7 | -0.5 | -1.7 | -0.1 | 1.9 | 40.7 | -4.1 | i | 11.7
CCc1ccc(CN2CCC(n3nccc3NC(=O)C3CCCC3)CC2)cc1 | -1.1 | -1.1 | -3.1 | 2.4 | -18.6 | -1.8 | 14.8 | 0.4 | i | 12.9
O=C(CN1CCC(C(=O)c2ccc(Cl)cc2)CC1)Nc1ccc2c(c1)OCCO2 | -24.9 | -2.2 | -0.1 | 0.1 | -30.7 | -16.9 | 24.2 | -6.8 | i | -0.9
Cc1ccc2c(c1)CCCN2C(=O)C1CCCO1 (stereo unspecified) | 15.8 | 0.6 | 1.4 | 0.4 | -49.3 | 7.3 | -11.8 | -2.2 | i | 19.8
CCCNS(=O)(=O)c1cc2c3c(c1)CCN3C(=O)CC2 | -2.9 | 0.4 | 0.2 | 1.1 | -23.0 | -2.8 | 12.2 | 4.2 | i | 9.2
CC(C)n1cc(NC(=O)COc2ccccc2Cl)cn1 | 4.2 | -2.4 | . | -1.5 | -10.4 | -2.4 | . | -3.8 | i | -23.0
CC(=NCCc1ccccc1)C1=C(O)C(c2ccccc2)OC1=O (stereo unspecified) | . | 0.0 | 1.4 | -0.9 | -20.0 | . | 14.1 | -9.5 | i | -21.5
COC(=O)c1ccc(NC(=O)CN2CCN(c3ccccn3)CC2)cc1 | 26.7 | -1.2 | 2.4 | 4.8 | -22.9 | 0.7 | 10.1 | -7.4 | i | 11.4
CC(NC(=O)C(C)N1C(=O)c2ccccc2C1=O)c1ccccc1 (stereo unspecified) | -6.5 | -2.2 | 0.9 | -1.0 | -41.7 | -4.5 | 9.1 | -0.2 | i | 6.8
O=C(CCN1C(=O)C2C3C=CC(C3)C2C1=O)NC1CCCc2ccccc21 (stereo unspecified) | 20.6 | 1.7 | 5.0 | -0.1 | -12.4 | 1.9 | 11.8 | -1.1 | i | 7.8
CCOC(=O)C1CCCN(C(=O)Cn2cnc3c2c(=O)n(C)c(=O)n3C)C1 (stereo unspecified) | 12.3 | 1.2 | 1.5 | 2.6 | -33.6 | -6.6 | 23.3 | 7.6 | i | -5.2
CCOC(=O)C1(Cc2cccc(OC)c2)CCCN(C(=O)CNC(C)=O)C1 (stereo unspecified) | 18.6 | . | -1.4 | 4.5 | -88.8 | 19.1 | 1.4 | 2.0 | i | -114.9
CCOc1ccc(C(=O)NCC(C)NC(=O)c2ccc(OCC)cc2)cc1 (stereo unspecified) | -7.3 | -3.5 | 2.9 | -4.5 | 9.8 | -3.1 | 12.6 | -7.7 | i | 4.0

Bioassay records deposited in PubChem by several laboratories.

The list is partial; rates above refer to the full screens.
